# From PubChem BioAssay
# Mtb BioA inh – blocks M. tuberculosis BioA enzyme activity. purified M. tuberculosis BioA enzyme, plate reader. inhibition, % at 9.99 µM. 0.096% of 360,000 active; in the data active = inhibition above about 40%; inconclusive = no clear call, values can overlap the other calls
# GDH-TPI inh – counter-screen for M. tuberculosis FBA inhibitors: GDH-TPI coupled enzymes; inhibition, % at 4.8 µM; 1.2% of 360,000 active; GDH-TPI coupled enzyme counterscreen, NADH absorbance;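 also: 0% = DMSO wells and 100% = wells lacking the enzyme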
# FadD28 binding – blocks FadD28 binding to the bisubstrate probe; fluorescence polarization; inhibition, % at 12.5 µM; 0.22% of 360,000 active; AID 588549; in the data active = inhibition above about 8.5%, passing the limit was not always enough; inconclusive = no clear call, values can overlap the other calls
# PrPC surface inh – inhibitors of human cell surface prion protein PrPC; TR-FRET read-out; P04156; 0.43% of 370,000 active; inhibition, % at 13.8 µM; in the data active = inhibition above about 24%; also: 0% = median of the test wells and 100% = reference compound wells
# BoNT-F LC inh – inhibitors of Botulinum neurotoxin F light chain protease; inhibition, % at 10 µM; 0.22% of 360,000 active; Multiplex microsphere protease cleavage assay, flow cytometry; in the data active = inhibition above about 35%, passing the limit was not always enough; inconclusive = no clear call, values can overlap the other calls; also: plate controls were buffer without enzyme for full effect and enzyme alone for no effect
# CCHF vOTU inh – blocks the CCHF virus ovarian tumor domain protease | CCHFV vOTU protease, Pep-AMC fluorescence | inhibition, % at 11.5 µM | 0.55% of 370,000 active | AID 651958; also: 0% = vehicle wells with enzyme and 100% = no enzyme wells
# FBA Mtb inh – Mtb fructose-bisphosphate aldolase inhibition | purified M. tuberculosis FBA, fluorescence read-out | inhibition, % at 1 µM | 2.3% of 360,000 active | AID 588726; in the data active = inhibition above about 27%;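 also: 0% = vehicle and 100% = reference inhibitor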
# Target sequence (P9WQA3 whole entry, looked up): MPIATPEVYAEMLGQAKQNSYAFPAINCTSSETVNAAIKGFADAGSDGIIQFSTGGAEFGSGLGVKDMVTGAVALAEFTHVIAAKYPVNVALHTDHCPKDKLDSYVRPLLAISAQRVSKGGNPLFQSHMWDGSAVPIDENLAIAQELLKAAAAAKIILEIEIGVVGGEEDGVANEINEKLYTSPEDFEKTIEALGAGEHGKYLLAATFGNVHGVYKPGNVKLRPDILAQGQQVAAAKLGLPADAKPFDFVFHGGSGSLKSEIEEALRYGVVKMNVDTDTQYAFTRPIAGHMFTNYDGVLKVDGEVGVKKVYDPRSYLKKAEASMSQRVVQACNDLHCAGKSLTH
# BoNT A protease – blocks Botulinum neurotoxin A light chain protease; multiplex microsphere protease substrate cleavage, flow cytometry; inhibition, % at 10 µM; 0.17% of 360,000 active; AID 588499; in the data active = inhibition above about 30%; inconclusive = no clear call, values can overlap the other calls; also: plate controls were buffer without enzyme for full effect and enzyme alone for no effect
# UGM FP inh – Mtb UDP-galactopyranose mutase inhibition; inhibition, % at 10 µM; P9WIQ1; purified UGM, fluorescence polarization probe displacement; 0.06% of 320,000 active; in the data active = inhibition above about 10%, passing the limit was not always enough; inconclusive = no clear call, values can overlap the other calls
# Target sequence (P9WIQ1 whole entry, looked up): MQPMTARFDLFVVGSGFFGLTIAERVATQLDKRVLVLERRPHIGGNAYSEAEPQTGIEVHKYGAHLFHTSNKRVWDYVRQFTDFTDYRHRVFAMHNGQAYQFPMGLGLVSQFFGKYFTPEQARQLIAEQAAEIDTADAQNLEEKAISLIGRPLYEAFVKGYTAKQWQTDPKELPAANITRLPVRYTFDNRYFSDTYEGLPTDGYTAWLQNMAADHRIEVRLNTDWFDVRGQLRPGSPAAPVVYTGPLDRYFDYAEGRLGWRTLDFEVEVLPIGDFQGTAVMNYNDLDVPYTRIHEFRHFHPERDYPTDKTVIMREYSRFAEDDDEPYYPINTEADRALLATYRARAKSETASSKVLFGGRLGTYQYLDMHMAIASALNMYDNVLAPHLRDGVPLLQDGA
# Starred values were filed as active, the others as inactive; ? = inconclusive; . = not tested or not shown; + = active, no number. Rule as the data show it, unless noted: active = inhibition above about 30%; inactive = the rest.
# Second line of a record: Mtb BioA inh	GDH-TPI inh	FadD28 binding	PrPC surface inh	BoNT-F LC inh	CCHF vOTU inh	FBA Mtb inh	BoNT A protease	UGM FP inh
- CC(C)(C)OC(=O)NC(=NCCCc1cn(CC(=O)N2CCN(C(=O)OC(C)(C)C)CC2)nn1)NC(=O)OC(C)(C)C
 : 1.6	-1.8	-3.3	-3.3	4.5	7.5	-2.3	0.5	4.3
- COc1ccc(C(=O)N2CCN(S(=O)(=O)c3cc(Cl)ccc3OC)CC2)cc1
 : 0.8	-0.4	-1.7	-5.6	?	7.0	0.6	0.1	-3.3
- CCOC(=O)C1=CNS(=O)(=O)NC1c1ccc(C[C@H](NC(=O)CNC(=O)CCc2ccccc2)C(N)=O)cc1 (some centres not stated)
 : -0.8	5.5	-1.0	-8.4	-3.5	-5.1	3.6	-0.2	.
- COc1ccc(-n2c(=O)cc(N3CCN(c4ccccc4F)CC3)[nH]c2=O)cc1
 : -1.8	-1.8	-1.4	1.3	-7.9	-10.5	-0.6	0.1	3.0
- C=CCN1C(=O)C2C3CC(=O)C(c4ccccc43)C2C1=O (configuration not stated)
 : .	-1.3	-1.0	1.6	-2.4	9.2	1.3	-0.5	-0.3
- COc1cc(OC)cc(C(=O)NC(C)c2ccc(Br)cc2)c1 (configuration not stated)
 : -1.5	7.9	-3.6	5.5	-2.4	2.3	3.7	-0.3	-1.4
- CN1C(=O)CC(c2ccccc2)CC1=O
 : 0.5	9.5	0.6	-1.8	5.2	12.0	-1.0	-0.1	1.2
- CCOC(=O)c1c(C)[nH]c(C(=O)OCC(=O)NCCc2ccc(OCC)c(OCC)c2)c1C
 : 0.1	12.2	-3.5	8.0	-0.5	2.4	-2.4	0.6	5.4
- Cc1cc(C)c(NC(=O)c2ccc3c(c2)NC(=O)C(C)S3)c(C)c1 (configuration not stated)
 : -0.5	1.1	-0.2	2.1	.	7.0	-1.1	.	-1.0
- Cc1ccc2nc(N3CCN(Cc4ccc(F)cc4)C3=O)c(C)cc2c1
 : -1.6	5.3	0.3	-1.7	2.0	16.2	0.6	-0.9	-2.1
- COc1ccc(C2=NOC(C(=O)Nc3cc(C)on3)C2)cc1OC (configuration not stated)
 : .	11.7	-2.2	-7.0	1.3	-6.1	9.9	-0.7	5.6
- CC(C)CCNc1nc2c(cc1C#N)COC(C)(C)C2
 : -0.9	3.1	-1.6	9.7	-24.8	-57.9	64.5*	0.3	-0.9
- CCc1ccc(S(=O)(=O)Nc2ccc(Br)cn2)cc1
 : -1.8	10.8	-1.1	4.5	8.2	13.6	0.2	-4.3	0.9
- O=C(NNC(=S)NCCCN1CCOCC1)c1ccncc1
 : -0.8	7.9	-0.8	0.7	-1.5	3.4	2.1	-1.2	-0.2
- O=C(C[C@H]1C[C@H](C(=O)N2CCOCC2)[C@@]2(CCC3CCCC3)c3[nH]c4cc(-c5ccco5)ccc4c3CCN2C1=O)NCc1ccco1
 : -0.1	6.2	-3.9	-16.0	-6.0	-21.3	8.7	-0.5	.
- CCNC(=O)C1(C)CCCN1Cc1ccccc1Cl (configuration not stated)
 : 0.2	12.0	1.3	7.3	4.0	-3.4	-1.2	-0.3	.
- NC(=O)C1(N2CCCC2)CCN(Cc2ccccc2)CC1
 : -0.1	7.4	-1.6	-11.7	4.5	16.8	3.6	0.5	.
- CC(=O)c1ccc(NC(=O)C(C)Oc2ccc(N(C)S(=O)(=O)c3ccc(C)cc3)cc2)cc1 (configuration not stated)
 : 0.5	5.7	-2.8	7.3	1.0	2.6	-0.6	0.3	2.1
- COC(=O)C(NC(=O)CCc1c(C)nc2c(c(C)nn2-c2ccccc2)c1C)C(C)C (configuration not stated)
 : -2.0	3.7	-3.2	5.7	-8.9	-3.3	43.3*	0.1	-3.7
- CC1(C)Cc2c(cnn2-c2cccc(F)c2)C(NC(=O)Cn2cccn2)C1 (configuration not stated)
 : 0.7	-2.4	-0.5	-1.0	10.2	3.6	1.9	2.2	-0.8
- COc1ccc(CCNS(=O)(=O)CCNC(=O)c2ccccc2)cc1
 : -0.7	-3.1	-3.0	-4.3	-3.0	-5.4	1.4	-1.1	0.0
- COc1ccc(N2CCN(C(=O)c3cccc4nc(C)oc34)CC2)cc1
 : 0.6	-1.9	-2.9	-7.5	-11.2	-8.3	-0.9	-0.9	1.8
- C#CCN(C[C@@H]1[C@@H](OC(=O)NCc2ccc(OC)c(OC)c2)[C@@H](OC(=O)NCc2ccc(OC)c(OC)c2)Cn2c(=O)ccc(=O)n21)S(=O)(=O)c1ccc(C)cc1
 : -2.3	7.5	-1.7	-4.8	-1.3	11.3	-1.2	0.3	.
- Cc1ccccc1OCCNC(=O)CSc1ccc(C(F)(F)F)cc1[N+](=O)[O-]
 : .	4.0	-3.0	0.1	0.7	15.4	2.2	0.5	-0.5
- COc1ccc(CNC(=O)c2cc3c(=O)[nH]c4ccccc4c3n2C)cc1
 : -0.5	-11.9	-3.7	-3.9	2.3	7.6	-1.9	0.3	-2.6
- C=CS(=O)(=O)N(Cc1ccccc1)[C@H](CO)CC(C)C
 : -3.1	15.6	0.3	-1.9	5.0	-2.0	3.7	0.0	.
- Cc1cc(NCc2ccc(F)cc2Cl)n2nnnc2n1
 : -0.3	-2.9	-1.8	4.7	4.4	4.1	-0.1	0.6	0.6
- CC1(C(=O)NS(=O)(=O)c2ccccc2)CCN1C(=O)c1cccc2ccccc12 (configuration not stated)
 : -1.3	-6.2	-3.5	6.0	-6.2	9.4	-2.1	-1.3	.
- CCOc1ccc(Oc2c(C)oc3cc(O)ccc3c2=O)cc1
 : -1.4	9.1	-1.4	-9.2	-5.3	-52.2	43.8*	-0.4	-1.5
- CN1CCN(S(=O)(=O)c2ccc(Sc3nc4ccccc4[nH]3)c3nsnc23)CC1
 : -1.2	14.9	-0.1	-59.9	-16.8	5.2	-4.0	1.1	-0.4

# Part of the list above, reformatted.
C=CS(=O)(=O)N(Cc1ccccc1)[C@H](CO)CC(C)C
  Mtb BioA inh: -3.1
  GDH-TPI inh: 15.6
  FadD28 binding: 0.3
  PrPC surface inh: -1.9
  BoNT-F LC inh: 5.0
  CCHF vOTU inh: -2.0
  FBA Mtb inh: 3.7
  BoNT A protease: 0.0
  UGM FP inh: .
Cc1cc(NCc2ccc(F)cc2Cl)n2nnnc2n1
  Mtb BioA inh: -0.3
  GDH-TPI inh: -2.9
  FadD28 binding: -1.8
  PrPC surface inh: 4.7
  BoNT-F LC inh: 4.4
  CCHF vOTU inh: 4.1
  FBA Mtb inh: -0.1
  BoNT A protease: 0.6
  UGM FP inh: 0.6

# More compounds:
# Second line of a record: Mtb BioA inh	GDH-TPI inh	FadD28 binding	PrPC surface inh	BoNT-F LC inh	CCHF vOTU inh	FBA Mtb inh	BoNT A protease	UGM FP inh
- CCN1CCN(C(=O)C(C)Sc2nnc3nc(C)cc(C)n23)CC1 (configuration not stated)
 : 0.2	15.0	-1.9	-3.6	3.4	-12.4	2.7	1.1	-2.0
- COCCCN(CCC#N)C(=O)c1c(-c2c(Cl)cccc2Cl)noc1C
 : -0.2	9.3	-4.8	0.8	?	7.2	-1.4	?	1.1
- NC1=Nc2cccc3cccc1c23
 : .	2.5	-2.0	-3.0	-17.6	4.1	6.8	8.0	3.2
- O=C(Nc1nc2c(Cl)c(Cl)ccc2s1)C1CC1
 : -0.6	14.8	0.8	-2.6	-11.4	0.8	3.7	-1.8	1.6
- COc1ncc(-c2ccc3c(c2)S(=O)(=O)c2cccc(C(=O)O)c2C3=O)cn1
 : 2.2	26.1	-0.8	-4.3	2.0	-6.1	8.3	0.3	-1.2
- Cc1ccc(C)c(N2CCN(C(=O)CCCOc3cc(=O)n(C)c4ccccc34)CC2)c1
 : 1.4	13.8	-1.0	-5.3	-6.2	3.3	1.7	-2.3	0.4
- CCCCn1c(N)c(N2CCOCC2)c(=O)n(CC(=O)NC(C)c2ccccc2)c1=O (configuration not stated)
 : .	12.9	-1.5	4.5	-1.2	8.1	0.3	-0.4	2.6
- COc1ccc(-c2cn3cccnc3n2)cc1Br
 : .	12.9	-1.5	-17.3	4.1	-267.4	+	0.7	0.8
- Cc1ccc(OCC(=O)N/N=C\c2ccncc2)c(C)c1
 : 1.2	3.9	2.0	12.0	2.9	-0.5	7.5	-0.4	-2.0
- CCN(CC)S(=O)(=O)c1ccc(NC(=O)C2CCCO2)cc1 (configuration not stated)
 : 0.2	3.3	-1.8	-3.4	0.8	-10.4	2.9	0.6	-0.6
- CC(C)=C(c1ccc(Cl)cc1)c1c(N)ncnc1N
 : -8.4	15.9	0.1	2.0	4.4	-5.9	5.5	-0.2	.
- CCOC(=O)c1ccc(NC(=O)Nc2nc3ccccc3s2)cc1
 : .	10.2	-1.7	-0.8	-0.4	-7.7	-1.2	0.0	.
- COCc1cc(CN2CCCC(CNC(=O)c3ccc(F)cc3)C2)ccc1OC (configuration not stated)
 : .	-1.3	-2.2	-10.0	-1.0	-12.0	-2.1	-2.5	0.6
- CCc1ccccc1NC(=O)CCNS(=O)(=O)c1cc(Br)cnc1N
 : -0.6	-11.8	-1.5	5.6	4.3	8.6	-2.1	2.0	-1.7
- CC(C)C(=O)Nc1nnc(SCC(=O)NCc2ccco2)s1
 : .	9.9	-0.8	5.3	3.2	-16.7	0.2	-0.1	1.7
- CC(=O)c1cc(OC(=O)c2ccncc2)ccc1OC(=O)c1ccncc1
 : -2.5	0.0	-1.5	1.0	0.9	12.8	-0.2	-0.4	-2.3
- O=C1NC[C@H](CCCCN2CCN(CC3CCCCC3)C(=O)C2=O)N(Cc2ccccc2)C1=O
 : .	.	.	-3.2	3.1	-0.8	.	0.8	.
- Cc1noc(C)c1COC(=O)COc1ccc(-c2ccccc2)cc1
 : -0.5	4.0	-1.3	-2.5	-16.1	-9.3	-1.2	-0.7	-2.6
- C=CCn1c(C(C)NC(=O)c2ccc(C)cc2)n[nH]c1=S (configuration not stated)
 : -1.5	5.2	-0.8	1.1	-8.9	7.2	2.6	-0.2	-0.2
- CCCNC(=O)C1(C)CCN(C(=O)c2ccc(F)c(Cl)c2)C1 (configuration not stated)
 : -0.1	5.3	-3.2	-0.5	0.1	-4.9	-0.9	0.1	.
- Cc1cc(C(=O)N/N=C/c2ccncc2)c(C)o1
 : .	8.0	-1.7	0.4	-11.2	3.9	0.0	-0.2	2.0
- COc1ccc(NC(=O)COC(=O)CNS(=O)(=O)c2ccc(F)c(F)c2F)cc1OC
 : .	-5.7	-3.9	-0.7	0.2	15.2	0.7	0.2	-0.1
- CCOc1ccc(Cl)cc1-c1cc(C(=O)NCCOC)[nH]n1
 : 2.8	-0.9	-2.5	0.4	5.7	-6.0	-0.3	0.9	.
- CCCCNC(=O)C(C#N)c1nc2ccccc2nc1N1CCN(Cc2ccc3c(c2)OCO3)CC1 (configuration not stated)
 : -2.5	4.2	0.7	.	-5.2	.	-2.9	1.0	.
- Cc1ccccc1Oc1nnc(-c2cccs2)c2ccccc12
 : .	5.0	0.8	-10.7	-2.9	11.5	-3.8	0.1	.
- Cc1cc(CNC(=O)c2cccc(OC3CCN(S(=O)(=O)N(C)C)CC3)c2)on1
 : 1.9	-1.4	-0.7	5.5	-0.5	-4.1	-0.3	-0.1	-2.8
- S=C(NC1CCCC1)N1CCN(c2ccc(Cl)cc2)CC1
 : .	-1.2	-4.2	8.5	-7.5	-5.8	-3.0	-1.2	1.7
- Cc1ccc(-c2nn(CC(=O)NCc3ccccn3)c(=O)c3ccccc23)cc1S(=O)(=O)N(C)C
 : -2.5	6.9	-3.2	-6.2	-3.2	8.7	1.0	0.1	0.8
- CC(C)(C)NC(=O)Cc1ccc(Cl)c(Cl)c1
 : .	3.1	-1.6	1.1	-1.6	0.2	3.8	1.7	-0.4
- CCC(C)N(C(=O)CSc1nnc(NC(C)C)s1)C1CCS(=O)(=O)C1 (configuration not stated)
 : -1.9	2.8	-1.2	5.2	18.2	-5.2	2.0	3.8	2.1
- Cc1cccc(NC(=O)Cn2c(=O)n(CC3CCCO3)c(=O)c3ccccc32)c1 (configuration not stated)
 : 1.4	3.0	-0.2	12.4	26.3	5.1	5.3	3.8	-0.1
- C[N+]1(CC(O)COCC2COc3ccccc3O2)CCOCC1 (configuration not stated)
 : .	1.9	-2.6	-3.0	1.4	-6.4	4.9	-0.5	-0.6
- O=C(Cn1cccc1C(=O)c1ccccc1)NCc1cccc(Cl)c1
 : .	-1.9	-3.3	4.1	-3.6	-10.1	-0.4	-0.4	0.3
